Assay outcomes: PubChem BioAssay, Small Molecule Screening Facility, UW Madison
SSB-PriA inh = K. pneumoniae PriA-SSBct interaction inhibition; AlphaScreen SSBct-PriA binding, biotinylated peptide; inhibition, % at 33 µM; 430,000 tested, 0.6% active; AID 1272365; in the data active = inhibition mostly above about 37%, no sharp cut-off; inactive = mostly below about 20%;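 also: plate controls were negative control peptide for no effect and reference peptide for full effect; strong numbers were not always called active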
An asterisk follows results filed as active; & = joins results of further samples. Only part of the results is shown. The share of hits here may be higher or lower than overall.

SMILES	SSB-PriA inh
CC(=NNC(=O)COc1ccc(C#N)cc1)c1ccccc1OC(F)F	-10
CCOC(=O)c1sc(NC(=O)c2cccc(Cl)c2)c(C(=O)OCC)c1C	-7
Cc1ccc(C(=O)Nc2nc(-c3ccccn3)cs2)cc1-n1cccc1	103*
Cc1cc(C)c(S(=O)(=O)N2CCN(C(=O)Cc3ccccc3)CC2)c(C)c1	4
S=c1[nH]nc(COc2ccccc2)n1Cc1ccco1	3
Cc1cccc(-c2noc(-c3cn[nH]c3-c3ccccc3)n2)c1	-9
CCOC(=O)c1c(C)[nH]c(C(=O)NN=Cc2ccccc2O)c1C	-6
CC1=CC(=O)CC(=O)N1CC(=O)Nc1nc(-c2ccccn2)cs1	84*
COc1ccc(-n2ccnc2SCC(=O)Nc2cccc3ccccc23)cc1	58*
CC(=O)Nc1ccc(OC[C@@H](O)Cn2nc(C)c(Br)c2C)cc1	1
O=C(c1cccc(C(F)(F)F)c1)N1CCN(Cc2nc(-c3cccs3)cs2)CC1	-18
COc1ccc(SCCC(=O)Nc2cc(Cl)ccc2Cl)cc1	-19
Cc1ccc(-c2cc3c(SCc4cccc(Cl)c4)nccn3n2)cc1C	-14
O=C(NCc1ccc(Cl)cc1)c1ccc(=O)n(Cc2cccc(F)c2)n1	-13
COc1ccc(-c2c(C#N)c(SCc3ccc4c(c3)OCO4)nc3c2C(=O)CC(C)(C)C3)cc1	-12
CCOc1cccc2sc(N(CCCN(C)C)C(=O)c3ccn(C)n3)nc12	4
O=C(Nc1ccc(-c2ccc(N3CCCCCC3)nn2)cc1)c1ccco1	15
COc1ccc2c(c1)CCC[C@@]2(O)CNC(=O)c1ccc2ncsc2c1	1
Cc1onc(-c2ccccc2Cl)c1C(=O)NCc1nn(C)c2c1COCC2	-2
CC(C)(C)OC(=O)N1CCC(NCC(F)(F)F)CC1	-8
CCCS(=O)(=O)N1CCC(c2nnc(C(C)C)o2)CC1	0
O=C(NN=C(c1ccccc1)c1cccnc1)c1ccc(O)cc1	-8
O=C(NCc1ccc2c(c1)OCO2)C(=O)NCC(c1ccsc1)N1CCc2ccccc2C1 (stereo not drawn)	6
O=C(CCc1ccccc1)Nc1nnc(SCC(=O)N2CCOCC2)s1	2
O=C(CCS(=O)(=O)c1ccccc1)N1CCN(C2=NN=C(c3ccccc3)CS2)CC1	9

Following part.
SMILES	SSB-PriA inh
CC(=NNC(=O)CON=C(C)c1cccs1)c1ccc(N)cc1	4
CCOc1ccc(S(=O)(=O)N(C(=O)c2ccccc2)c2ccc(OC(=O)c3ccccc3)cc2)cc1	17
CC(C)CNC(=O)CC(=O)NN=Cc1ccc(F)cc1	-2
CCOc1ccc(N2CCn3c2nn(CC(=O)N2CCCc4ccccc42)c(=O)c3=O)cc1	-9
CCc1ccc(S(=O)(=O)Nc2cc(-c3cn4nc(OC)ccc4n3)ccc2OC)s1	-10
CS(=O)(=O)c1ccc2nc(N3CCN(C(=O)COc4ccc(Cl)cc4)CC3)sc2c1	-19
Cc1cc(C(=O)Nc2ccccc2S(C)(=O)=O)nn1C	-3
COc1cccc(CNC(=O)Cn2c(=O)n(Cc3ccccc3Cl)c(=O)c3nccnc32)c1OC	-2&2
C=CCCC(=O)NC[C@](C)(O)c1cccs1	-12
Cc1cccc2sc(OC3CN(C(=O)c4ccc5nc[nH]c5c4)C3)nc12	0
COc1ccc(C(O)=C2C(=O)C(=O)N(CCCN(C)C)C2c2ccccc2F)cc1Cl (stereo not drawn)	-10
Cc1ccc(C=Nn2c(-c3cccs3)n[nH]c2=S)cc1	-6
CC1CCc2c(sc3nc(SCCC(=O)Nc4ccc(F)cc4)n(-c4ccccc4)c(=O)c23)C1 (stereo not drawn)	-15
COC(=O)c1ccccc1NC(=O)c1cnc2cc(C)ccn2c1=O	7
O=C(c1cnn2c1OCCC2)N1CCSC(c2ccccc2)CC1 (stereo not drawn)	-19
CC(C)(C)NC(=O)N1CCC(CNC(=O)CSC2CCCC2)CC1	-10
COC(=O)c1sccc1S(=O)(=O)N1CC(Oc2cc(C)n(C)c(=O)c2)C1	5
CCn1c(Cc2cccs2)nc2ccccc21	-4
COc1ccc(NC(=O)CSc2cn(Cc3ccccc3Cl)c3ccccc23)cc1	-7
CCn1ccc(C(=O)Nc2ccc3sccc3c2)n1	-1
CCOc1ccccc1NC(=O)c1csc2c1CCCC2	1
COc1ccc(OC)c(Nc2nc(CC(=O)NCc3ccc(F)cc3)cs2)c1	18*
CC(C)(C)c1nn2cnnc2n(N=Cc2ccc(O)cc2)c1=O	-7
Cc1ccc(C=NNC(=O)c2ccc(N(C)S(=O)(=O)c3ccccc3)cc2)cc1	10
CC(C)C(=O)N1CCCc2ccc(N)cc21	3

Carrying on:
SMILES	SSB-PriA inh
c1ccc(-c2cnc(C3CCCN3)[nH]2)cc1 (stereo not drawn)	-1
C=CCc1c(C)nc(C)nc1NN=Cc1ccccc1O	-2
O=C(O)CN1C(=O)/C(=C/c2ccc(-c3ccccc3F)o2)SC1=S	-15
O=C(Nc1ccc(N2CCOCC2)cc1)C1COc2ccccc2O1 (stereo not drawn)	1
NC(=O)c1cc([C@@H]2CCCCN2C(=O)Cc2cccs2)[nH]n1	-5
CCOC(=O)c1sc(NC(=O)CS(=O)(=O)c2ccc(Cl)cc2)nc1C	-7
CCS(=O)(=O)c1cccc(C(=O)Nc2nnc(-c3cc(OC)cc(OC)c3)o2)c1	-7
CCc1nnc(-c2cccc(OCC(=O)NCc3ccc(C)cc3)c2)o1	-5&-2
NC(=O)NN=Cc1cn(-c2ccccc2)nc1-c1cccs1	10
COc1ccc(N2CC(C(=O)N3CC(Oc4cc(C)oc(=O)c4)C3)CC2=O)cc1 (stereo not drawn)	-3
Cc1ccc(NC2=CC(=NS(=O)(=O)c3cccs3)c3ccccc3C2=O)c(C)c1	20
COc1ccccc1CNC(=O)C(=O)Nc1cccc(N2CCCS2(=O)=O)c1	-11
C=C(C)C1CC=C(C)C(=NNC(=O)CCC(=O)Nc2ccc(C)c(C)c2)C1 (stereo not drawn)	4
Cc1nn(C(=O)C2CCCC2)c(C)c1S(=O)(=O)N1CCCCC1	4
O=C(NCc1cccc2ccccc12)N(CCc1cccs1)Cc1ccoc1	6
CN1C(=O)CCc2cc(NC(=O)OCc3ccccc3)ccc21	0
Cn1ncc([N+](=O)[O-])c1C(=O)NN=Cc1c[nH]c2ccccc12	3
COc1ccc(/C=C2\SC(c3ccccc3)=NC2=O)cc1	-10
CCOC(=O)c1c(NC(=O)CSc2cc(C)c3ccc(OC)cc3n2)sc2c1CCC2	-12
O=C(Nc1cc(F)ccc1F)NC1CC(=O)N(c2ccc(Cl)cc2)C1 (stereo not drawn)	-4
O=C1CCSC[C@@H](C(=O)N2CCN(C3CCCCC3)CC2)N1	-7
C=CCN(CC=C)S(=O)(=O)c1ccc(-c2nc3ccccc3s2)cc1	-9&-6
Cc1n[nH]c(=S)n1N=Cc1ccccc1OCc1ccc(Cl)cc1	-3
O=C(Cc1csc(NC(=O)c2cnccn2)n1)NCCn1nc(-c2ccco2)ccc1=O	-8
CC(C)c1ccc(CC(=O)N2CC(=O)Nc3ccccc32)cc1	-2

Following part.
SMILES	SSB-PriA inh
COc1ccc(CNC(=O)CCC(=O)N2C[C@H]3C[C@@H](C2)c2cccc(=O)n2C3)cc1	-7
COc1ccc(C=NNC(=O)CCc2nc3ccccc3[nH]2)cc1	-10
O=C1CCC(=O)N1C1CN(S(=O)(=O)c2cccc3ccccc23)C1	-12
Cc1ccc(C(=O)N2CCN(Cc3nc(C4CC4)cs3)CC2)cc1C	-14
O=C(Nc1nc2c(Cl)c(Cl)ccc2s1)c1ccc([N+](=O)[O-])s1	-2
O=C(NCC1CCN(C2CCCC2)CC1)c1ccc(Cl)cc1	-3
CCOc1cc(-c2ccc(C)cc2)nc2ccc(C(=O)N3CCN(CC)CC3)cc12	3
O=C(CSc1ccc(F)cc1)NCc1cccnc1-c1cccs1	-20
Cc1noc(C)c1S(=O)(=O)NCc1nn(C2CCCC2)c2c1CCCC2	-10
Cc1ccc(S(=O)(=O)N2CCCC(c3nnc(COc4ccccc4)o3)C2)c(C)c1 (stereo not drawn)	3
O=C(CS(=O)(=O)c1ccc(F)cc1)Nc1nc(-c2ccc(Br)s2)cs1	-9
CCOc1ccc(C)cc1S(=O)(=O)NCC(C)(O)CSC (stereo not drawn)	-3
CCc1nn2c(C)c(CCC(=O)O)c(C)nc2c1-c1ccc(Cl)cc1	9
O=C(CCc1ccc(C(F)(F)F)cc1)NCC1CCN(S(=O)(=O)C2CC2)CC1	2
COc1ccc(OCC(=O)N=Nc2c(O)[nH]c3c(Br)cc(Br)cc23)cc1	34
CCOC(=O)Cc1csc2nc3[nH]ncc3c(=O)n12	-4
CCCOc1ccc(-c2csc(NC(=O)c3ccc(Br)s3)n2)cc1	-10
COc1ccc(C)c2sc(N3CCN(C(=O)c4ccco4)CC3)nc12	-4
COCCn1c(=NC(=O)c2ccno2)sc2cc(S(C)(=O)=O)ccc21	-4
O=C(NCCn1ccc(C(F)(F)F)n1)C1c2ccccc2Oc2ccccc21	-26
C=CCNC(=O)C(=O)NCCC(c1ccccc1)c1ccccc1	-19&-2
CCOC(=O)c1c(NC(=O)CCC(=O)Oc2ccc(C)cc2)sc2c1CCCC2	-11
Cc1cc(=O)[nH]c(-n2nc(C)cc2NC(=O)c2cccc3ccccc23)n1	1
COc1ccc(C2CCCCN(C(=O)c3ccc4nccnc4c3)C2)cc1 (stereo not drawn)	-1
O=C(NCCc1ccc(Cl)cc1)C(=O)NCC(c1ccco1)S(=O)(=O)c1ccccc1 (stereo not drawn)	-14

Remaining list, next part
SMILES	SSB-PriA inh
Oc1c(C(Nc2ccccn2)c2ccc3c(c2)OCO3)ccc2cccnc12 (stereo not drawn)	74
CN1CCN(c2nc3ccc(OC(=O)CN4C(=O)c5ccccc5C4=O)cc3s2)CC1	11
NCCSc1c[nH]c2ccccc12	-6
COc1ccc(C(=O)NCc2nnc(SCc3cccc(C(F)(F)F)c3)n2-c2ccc(Cl)c(Cl)c2)c(OC)c1	-7
CC(=NNC(=O)c1ccc(CSc2nncn2C)cc1)c1ccc(C#N)cc1	-4
O=C(Cc1cccs1)Nc1ccc2c(c1)N(C(=O)c1ccco1)CC2	14
COc1cc(Nc2c(C#N)cnc3ccc(F)cc23)cc(OC)c1OC	-9
O=C(Cn1cnc(-c2ccc(Cl)cc2)cc1=O)N1CCOCC1	6
O=C(c1ccccc1OCc1ccccc1)C1OC1c1cc2ccccc2o1 (stereo not drawn)	30
Cn1cc(OCc2ccccc2)c(=O)cc1C(=O)NCc1cccs1	-14
O=C(CSc1cc(-n2cccn2)ncn1)Nc1ccc(Cl)c(C(F)(F)F)c1	-11
O=C(CSc1n[nH]c(-c2ccccc2)n1)Nc1ccc(F)cc1	3
Cc1nc2ccccn2c1C(=O)Nc1ccc(-n2nnn(CC(=O)NCc3ccco3)c2=O)cc1	-1
Cc1nnc(SCC(=O)NCc2ccco2)s1	-17
O=C(NCc1cnn2c1CCCC2)c1ccc(C(F)(F)F)nc1	-22
C(=NN(Cc1ccccc1)c1ccccc1)c1cccnc1	1
O=C(NCC1CCN(S(=O)(=O)c2cccnc2)CC1)c1ccc2nsnc2c1	-23
O=C(Nc1cccc(-c2nc3ccccc3[nH]2)c1)c1ccc(Br)s1	-11&-1
FC(F)Oc1ccc(/C=N\Nc2ccc(C(F)(F)F)cn2)cc1	-2
Cc1cc(=O)oc2cc(OCC(=O)NN=Cc3ccccc3[N+](=O)[O-])ccc12	3
CS(=O)(=O)C1CCN(C(=O)c2ccncc2)CC1	-3
O=S(=O)(CCCOc1ccc2c(c1)OCO2)N1CCC(Cc2ccccc2)CC1	-11
CN1CCN(N=Cc2nc(-c3ccc(Cl)cc3)n3ccccc23)CC1	10
O=c1[nH]c(O)c(N=Nc2ccccc2)s1	-5
Cc1cc2c(c(=O)n1CCO)[C@H](c1ccc(Cl)cc1Cl)C(C#N)C(=N)O2 (stereo partly drawn)	3
Cc1sc(N)nc1-c1ccc(-c2ccccc2)cc1	-7
C[C@@](O)(CNC(=O)C(=O)NC1CC1)Cc1ccco1	-21

Among those listed so far, these have an NH in an aromatic ring:
SMILES	SSB-PriA inh
S=c1[nH]nc(COc2ccccc2)n1Cc1ccco1	3
Cc1cccc(-c2noc(-c3cn[nH]c3-c3ccccc3)n2)c1	-9
CCOC(=O)c1c(C)[nH]c(C(=O)NN=Cc2ccccc2O)c1C	-6
Cc1cccc2sc(OC3CN(C(=O)c4ccc5nc[nH]c5c4)C3)nc12	0
Cc1ccc(C=Nn2c(-c3cccs3)n[nH]c2=S)cc1	-6
c1ccc(-c2cnc(C3CCCN3)[nH]2)cc1 (stereo not drawn)	-1
NC(=O)c1cc([C@@H]2CCCCN2C(=O)Cc2cccs2)[nH]n1	-5
Cn1ncc([N+](=O)[O-])c1C(=O)NN=Cc1c[nH]c2ccccc12	3
Cc1n[nH]c(=S)n1N=Cc1ccccc1OCc1ccc(Cl)cc1	-3
COc1ccc(C=NNC(=O)CCc2nc3ccccc3[nH]2)cc1	-10
COc1ccc(OCC(=O)N=Nc2c(O)[nH]c3c(Br)cc(Br)cc23)cc1	34
CCOC(=O)Cc1csc2nc3[nH]ncc3c(=O)n12	-4
Cc1cc(=O)[nH]c(-n2nc(C)cc2NC(=O)c2cccc3ccccc23)n1	1
NCCSc1c[nH]c2ccccc12	-6
O=C(CSc1n[nH]c(-c2ccccc2)n1)Nc1ccc(F)cc1	3
O=C(Nc1cccc(-c2nc3ccccc3[nH]2)c1)c1ccc(Br)s1	-11&-1
O=c1[nH]c(O)c(N=Nc2ccccc2)s1	-5
